MrgX1 PAM – positive allosteric modulators of MrgX1, primary screen, HEK293 cells, Fluo-4 calcium flux. B-score at 10 µM. hit rate 0.63% among 310,000. FDSS; stronger effect = higher value;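 active means plate-corrected calcium response at least 3 library SD above typical, normal starting fluorescence, not activating the receptor alone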;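 further: compound read alongside a low EC10 to EC30 dose of BAM8-22 agonist; peak minus trough fluorescence over baseline measured at the second addition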
RGS4 act – RGS4 potentiators or activators, primary screen, cell-based, HEK293 M3R inducible RGS4, calcium flux. carbachol calcium flux Fluo4; stronger effect = lower value. B-score at 10 µM. hit rate 0.92% among 310,000;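 active means B-score of the integrated calcium signal more than 4 SD below the library mean, with starting fluorescence not abnormally high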;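 further: negative B-score means reduced calcium response which marks RGS4 activation or potentiation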
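Assay system: HEK293 FlpIn-TREx cells, stable M3R, doxycycline-inducible RGS4 / Probe or stimulus: carbachol, ECmax concentration / Times: overnight RGS4 induction, 30 min dye load 37 °C, 20 min compound RT / Signal: kinetic calcium fluorescence imaging with Fluo4-AM dye, 2 µM / Measure: Agonist-evoked peak-minus-minimum fluorescence over baseline, integrated ratio, B score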
hERG rescue – hERG rescue from dofetilide block, primary screen, cell-based, CHO-hERG, FluxOR thallium flux, dofetilide IC70 | Voltage-gated inwardly rectifying potassium channel KCNH2 (Homo sapiens), Q12809 | dofetilide IC70 present | activation (rescue from dofetilide block), less the hit threshold, % at 10 µM | hit rate 0.51% among 310,000 | AID 1511, 2009;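 active means activation above the mean of controls blocked by dofetilide plus 5 SD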;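 further: thallium influx through hERG after potassium depolarization seen as dye fluorescence rise; in these data hits start at about 4.7%; inactives centre near -7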
Target sequence (Q12809 whole entry, looked up): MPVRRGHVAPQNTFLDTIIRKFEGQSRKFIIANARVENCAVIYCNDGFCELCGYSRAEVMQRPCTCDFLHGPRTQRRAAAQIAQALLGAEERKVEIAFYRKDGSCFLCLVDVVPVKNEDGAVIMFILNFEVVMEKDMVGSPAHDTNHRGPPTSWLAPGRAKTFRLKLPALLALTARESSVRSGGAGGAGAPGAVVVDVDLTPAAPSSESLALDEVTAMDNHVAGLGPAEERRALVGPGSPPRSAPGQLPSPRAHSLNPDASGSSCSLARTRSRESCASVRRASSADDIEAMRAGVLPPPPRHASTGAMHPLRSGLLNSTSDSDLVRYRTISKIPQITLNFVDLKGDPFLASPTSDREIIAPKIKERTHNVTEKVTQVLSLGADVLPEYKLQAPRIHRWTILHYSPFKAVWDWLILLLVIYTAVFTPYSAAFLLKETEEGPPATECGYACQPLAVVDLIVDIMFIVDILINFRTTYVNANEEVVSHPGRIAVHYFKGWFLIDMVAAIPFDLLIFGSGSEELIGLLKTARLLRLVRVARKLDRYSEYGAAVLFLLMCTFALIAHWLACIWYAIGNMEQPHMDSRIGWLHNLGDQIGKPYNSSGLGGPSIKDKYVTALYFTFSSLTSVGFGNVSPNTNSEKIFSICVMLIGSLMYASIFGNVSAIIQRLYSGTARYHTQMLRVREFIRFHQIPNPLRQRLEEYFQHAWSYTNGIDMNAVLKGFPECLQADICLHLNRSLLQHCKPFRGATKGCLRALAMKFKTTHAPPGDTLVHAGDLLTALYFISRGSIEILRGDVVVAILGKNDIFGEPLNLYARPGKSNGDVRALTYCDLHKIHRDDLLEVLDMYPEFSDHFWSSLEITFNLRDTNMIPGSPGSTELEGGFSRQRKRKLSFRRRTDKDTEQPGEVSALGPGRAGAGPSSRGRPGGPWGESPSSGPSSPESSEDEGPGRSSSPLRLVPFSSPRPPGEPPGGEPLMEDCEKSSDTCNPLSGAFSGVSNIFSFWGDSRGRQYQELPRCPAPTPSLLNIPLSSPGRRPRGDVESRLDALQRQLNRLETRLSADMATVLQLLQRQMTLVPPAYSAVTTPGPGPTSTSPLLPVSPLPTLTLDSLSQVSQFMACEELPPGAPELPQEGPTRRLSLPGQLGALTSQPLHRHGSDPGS
KCNQ1 act – potentiators or activators of KCNQ1 channel, primary screen, cell-based, thallium flux, high-throughput | hit rate 0.35% among 310,000 | CHO-K1 KCNQ1, thallium flux FluxOR fluorescence; stronger effect = higher value | Potassium voltage-gated channel subfamily KQT member 1 (Homo sapiens), P51787 | B-score at 10 µM;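 active means fluorescence ratio B-score, a plate-corrected score, at least three library SD, with initial intensity B-score within 5 SD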
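System: CHO-K1 cells stably expressing KCNQ1 / Medium: assay buffer for compound exposure, DMSO matched across wells / Reagent: thallium- and potassium-containing depolarizing buffer / Compound: one concentration, matched DMSO / Incubation: 20 min compound pretreatment at room temperature / Measured by: kinetic FluxOR fluorescence, 10 s baseline plus 110 s post-stimulus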
TMEM16A act – TMEM16A chloride channel activators or potentiators, primary screen, cell-based, HTS; HEK293 TMEM16A/YFP-H148Q/I152L, iodide quench fluorescence; stronger effect = lower value; B-score at 10 µM; hit rate 0.3% among 340,000; AID 623877, 2012;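 active means fluorescence-ratio B-score plate-corrected deviation score at least 3 library SD below zero, with starting fluorescence score within 5 deviations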;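 further: channel opened by trigger with iodide after compound preincubation; score built on the fluorescence ratio of max minus min over baseline; more negative score means more quench and so TMEM16A activation or potentiation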
KCNK3 inh – human KCNK3 channel inhibitors, primary screen, CHO cells, FluxOR thallium flux, B-score | hit rate 0.84% among 340,000 | FluxOR fluorescence; stronger effect = lower value | B-score at 10 µM | AID 602410, 2012;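 active means B-score under library mean minus 4 SD, starting fluorescence ratio at most library mean plus 5 SD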;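 further: more negative B-score means stronger inhibition of thallium flux through KCNK3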
KCNK9 block – KCNK9 potassium channel inhibitors, primary screen, HEK293 cells, thallium flux; Potassium channel subfamily K member 9 (Homo sapiens), Q9NPC2; FluxOR thallium flux fluorescence; stronger effect = lower value; B-score at 10 µM; hit rate 1.2% among 310,000; AID 488922, 2010;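 active means ratio B-score over 3 SD below the library mean, with starting fluorescence within 5 SD of its mean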;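 further: negative B-score means less thallium flux so channel inhibition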
MrgX1 agonist – agonists of human MrgX1 receptor, primary screen, HEK293 cells, Fluo-4 calcium flux. B-score at 10 µM. Fluo-4 calcium fluorescence, agonist mode; stronger effect = higher value. hit rate 0.44% among 310,000;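 active means calcium response B-score plate-corrected fluorescence ratio at least 3 library SD, with starting fluorescence B-score inside 5 SD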
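Material: HEK293 cells stably expressing human MrgX1 receptor | Quantity: 15,000 cells per well | Times: Cells plated overnight, dye loaded 0.5 h 37 °C, 0.5 h room temperature | Measured by: Kinetic Fluo-4 NW fluorescence of intracellular calcium | Control set: Positive and negative controls per plate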
RGS4 inh – RGS4 inhibitors, primary screen, cell-based, HEK293 M3R inducible RGS4, calcium flux. Regulator of G-protein signaling 4 (Homo sapiens), P49798. Fluo-4 calcium flux; stronger effect = higher value; triggered by carbachol at its EC20. B-score at 10 µM. hit rate 0.45% among 310,000. AID 463165, 2010;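 active means B-score, a plate-corrected calcium signal, over three deviations above library mean, with baseline fluorescence within five deviations of library mean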;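 further: RGS4 expression induced by doxycycline in cells with stable M3 receptor; B-score is computed from the integrated fluorescence ratio over baseline after carbachol; higher B-score means a larger calcium signal and so more RGS4 inhibition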
KCNQ1 inh – inhibitors of human KCNQ1 channel, primary screen, cell-based, thallium flux, high-throughput. CHO-K1 KCNQ1, FluxOR thallium flux fluorescence; stronger effect = higher value. B-score at 10 µM. hit rate 1.3% among 310,000. AID 2642, 2010;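 active means compounds whose thallium flux B-score, printed positive for inhibition, exceeds three library SD while starting fluorescence stays within three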;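 further: channel opened by potassium depolarization with thallium stimulus after 20 min compound exposure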
TMEM16A inh – TMEM16A chloride channel inhibitors, primary screen, cell-based, HTS; normalized B-score (activity score, 25-100; higher = stronger inhibition) at 10 µM; hit rate 1.2% among 310,000; HEK293 TMEM16A/YFP iodide influx fluorescence, ionomycin; AID 588511, 2011;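 active means ratio plate-corrected score three or more library SD toward inhibition, starting fluorescence score within five deviations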;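 further: score derived from kinetic fluorescence span divided by baseline fluorescence per well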
The depositor's hits bear a star; i = inactive; / = not tested or not shown.

SMILES	MrgX1 PAM	RGS4 act	hERG rescue	KCNQ1 act	TMEM16A act	KCNK3 inh	KCNK9 block	MrgX1 agonist	RGS4 inh	KCNQ1 inh	TMEM16A inh
O=C1CCC(C(=O)N2CCCCO2)CN1CCc1ccc(Cl)cc1 (configuration not stated)	i	i	-10	i	i	i	i	i	i	i	i
CCSc1ncc(Cl)c(C(=O)Nc2ccc(S(=O)(=O)Nc3ncccn3)cc2)n1	i	i	-9	i	i	i	i	i	i	i	i
Cc1ccc(NC(=O)Nc2cc(S(C)(=O)=O)ccc2Cl)cc1	i	i	-1	i	i	i	i	i	i	i	i
Sc1oc(-c2ccccc2)cc1C=Nc1ccccc1	i	i	-15	i	i	i	i	i	i	i	i
Cc1cc(C)c(C#N)c(SCc2ccc(C(=O)O)cc2)n1	i	i	4	i	i	i	i	i	i	i	i
Cc1cccc(N2CCN(C(=O)c3c(C)nn(Cc4ccccc4Cl)c3C)CC2)c1C	i	i	-11	i	i	i	i	i	i	i	i
O=S(=O)(Nc1cccc(Oc2cnccn2)c1)c1ccc(F)cc1	i	i	-6	i	i	i	i	i	i	i	i
CCCCC(=O)N1CC(=O)Nc2ccc(F)cc2C1c1ccccc1 (configuration not stated)	i	i	-2	i	i	i	i	i	i	i	i
CS(=O)(=O)Cc1ccc(C(=O)NC2CCCc3ccccc32)cc1 (configuration not stated)	i	i	-4	i	i	i	i	i	i	i	i
CCCCCC(=O)c1ccc(O)cc1O	i	i	-11	i	i	i	i	i	i	i	i
Fc1ccc(C2CC(c3cccs3)=NN2c2ccccc2)cc1 (configuration not stated)	/	i	-16	i	i	-8.9*	-9.8*	/	i	i	/
CCCCN(C(=O)c1ccc(N2CCCC2=O)cc1)c1c(N)n(Cc2ccccc2)c(=O)[nH]c1=O	i	i	-4	i	i	i	i	i	i	i	i
Cc1c(NC(=O)CN2C(=O)NC(CCc3ccccc3)C2=O)c(=O)n(-c2ccccc2)n1C (configuration not stated)	i	i	-3	i	i	i	i	i	i	i	i
COc1ccc(-c2nnc(NC(=O)C3CC3)o2)cc1	i	i	-8	i	i	i	i	i	i	i	i
Cc1nc2nc[nH]n2c(=O)c1NS(=O)(=O)c1ccc(C(C)(C)C)cc1	i	i	-6	i	i	i	i	i	i	i	i
CSc1nc2ccc(S(=O)(=O)N3CCCC3)cc2s1	i	i	-7	i	i	i	i	i	i	i	i
COc1cccc(NC(=O)COC(=O)C2C3CC4OC(=O)C2C4C3)c1 (configuration not stated)	i	i	-6	i	i	i	i	i	i	i	i
Cc1ccc(CN2CCN(C(=O)c3ccco3)CC2)cc1	i	i	-5	i	i	i	i	i	i	i	i
CC(C)n1cc(/C=N/Nc2ccc(C(=O)O)cc2)c2ccccc21	i	i	-2	i	i	i	i	i	i	i	i
COc1ccc(-c2nnn(-c3ccc(Cl)cc3Cl)c2N)cc1	i	i	0	i	i	i	i	i	i	i	i
CCOC(=O)CSc1nnc(Cc2cc(=O)[nH]c(=O)[nH]2)n1-c1cccc(OC)c1	i	i	-6	i	i	i	i	i	i	i	i
CC(Sc1nc(-c2ccccc2)cc(C(F)(F)F)n1)C(=O)Nc1sc2c(c1C(N)=O)CCC2 (configuration not stated)	i	i	-7	i	i	i	i	i	i	i	i
Cc1ccc2c(c1)N(Cc1ccccn1)C(=O)C(C)O2 (configuration not stated)	i	i	-9	i	i	i	i	i	i	i	i
Cc1ccc(NC(=O)CSc2nnc3ccc(-c4ccncc4)nn23)cc1	/	i	-3	i	i	i	i	/	i	i	/
CCC(C)n1cnc2c(c1=O)c1nc3ccccc3nc1n2Cc1ccccc1OC (configuration not stated)	i	i	-3	i	i	i	i	i	i	i	i
CCc1c(C)nc(SCC(=O)Nc2c(C)n(C)n(-c3ccccc3)c2=O)[nH]c1=O	i	i	-11	i	i	i	i	i	i	i	i
COc1ccc(S(=O)(=O)N2CCC3(CC2)OCCN3S(=O)(=O)c2cccs2)cc1	i	i	-9	i	i	i	i	i	i	i	i
COc1ccc(NC(C)=[N+](C)CCNS(=O)(=O)c2ccc(Cl)cc2)cc1	i	i	-10	i	i	i	i	i	i	i	i
COc1ccc(S(=O)(=O)N2CCCCCC2)cc1NC(=O)CN1C(=O)NC(C)(c2ccccc2)C1=O (configuration not stated)	i	i	-24	i	i	i	i	i	i	i	i
COc1ccc(NC(=O)CSc2nc3ccccc3n2-c2ccccc2)c([N+](=O)[O-])c1	i	i	-12	i	i	i	i	i	i	i	i
O=C(CCC(=O)NC1CCCCC1)Nc1cccnc1	i	i	-10	i	i	i	i	i	i	i	i
COCC(=O)Nc1c(C(=O)Nc2ccc3c(c2)OCO3)oc2ccccc12	i	i	-7	i	i	i	i	i	i	i	i
O=C(NCCCN1CCCC1=O)c1cccc(C(F)(F)F)c1	i	i	-5	i	i	i	i	i	i	i	i
CN(CC(=O)N1CCc2ccccc21)S(=O)(=O)c1cccs1	i	i	-13	i	i	i	i	i	i	i	i
CCOc1ccc2[nH]c3c(NCCO)ncnc3c2c1	i	i	-5	i	i	i	i	i	i	i	i
CCOc1ccc(OCc2cccc(C(=O)Nc3ccc(CN4CCCCC4)cc3)c2)cc1	i	-7.3*	-22	i	i	i	i	i	i	6*	i
N#CC1=C(N)SC(N)=C(C#N)C1CCC1CCCCC1	i	i	-30	i	/	/	i	i	i	9*	i
CCOC(=O)CN1CC23C=CC(O2)C(C(=O)NCc2ccc(C)cc2)C3C1=O (configuration not stated)	i	i	-6	i	i	i	i	i	i	i	i
Cc1sc(NC(=O)c2ccccc2F)c(CN2CCCCC2C)c1C (configuration not stated)	i	i	-10	i	i	i	i	i	i	i	i
COCCCn1c(Cc2csc(Nc3ccccc3)n2)nnc1SCC(N)=O	i	i	-6	i	i	i	i	i	i	i	i
CN(C)C=Nc1ncc2c3ccccc3n(Cc3ccccc3)c2c1C#N	i	i	-4	i	i	i	i	i	i	i	i
CSc1cccc(NC(=S)N2CCCN(Cc3ccc(F)cc3)C2)c1	i	i	-18	i	i	i	i	i	i	i	i
C=C1CCN([C@@H](CC(C)C)C(=O)NCc2ccc(Cl)cc2)S(=O)(=O)c2ccccc21	i	i	-15	i	i	i	i	i	i	i	i
O=C(NCCN1CCN(C(=O)c2ccc(Br)cc2)CC1)c1ccc(Br)cc1	i	i	-9	i	i	i	i	i	i	i	i
CC(Sc1nc2c(c(=O)n(C)c(=O)n2C)n1Cc1cc2c(cc1Cl)OCO2)C(=O)O (configuration not stated)	i	i	-17	i	i	i	i	i	i	i	i
Cc1ccc(CNC(=O)c2cccc(-n3cnnn3)c2)cc1	i	i	-13	i	/	i	i	i	i	i	i
O=C(N/N=C/c1cccc(OC2CSC2)c1)c1ccccc1O	i	i	-10	i	i	i	i	i	i	i	i
Cc1cccc(N(C)S(=O)(=O)c2ccc3c(c2)NC(=O)CC(=O)N3)c1	i	i	-7	i	i	i	i	i	i	i	i
O=C(CSc1ncnc2c1nnn2Cc1ccccc1F)NCC1CCCO1 (configuration not stated)	i	i	-6	i	i	i	i	i	i	i	i
CN(C)c1ccc(NC(=O)CSc2nnc(-c3cccs3)n2Cc2ccco2)cc1	i	i	-14	i	i	i	i	i	i	i	i
Following part
SMILES	MrgX1 PAM	RGS4 act	hERG rescue	KCNQ1 act	TMEM16A act	KCNK3 inh	KCNK9 block	MrgX1 agonist	RGS4 inh	KCNQ1 inh	TMEM16A inh
O=C(Cc1ccccc1)NNC(=O)C1CCN(c2ncccn2)CC1	i	i	-20	i	i	i	i	i	i	i	i
CCn1nc(C)c(C2C(C#N)=C(N)Oc3n[nH]c(C)c32)c1C (configuration not stated)	i	i	-6	i	i	i	i	i	i	i	i
Cc1c(C(=O)Nc2ccccc2)sc2ncn(CC(=O)N3CCCCC3)c(=O)c12	i	i	-4	i	i	i	i	i	i	i	i
CCOC(=O)c1c(NC(=S)Nc2ccc(C)cc2)sc2c1CCC2	i	i	-8	i	i	i	i	i	i	i	i
CC(C)=CCN1CCNC(=O)C1CC(=O)NCc1nc(C)c(C)s1 (configuration not stated)	i	i	-4	i	i	i	i	i	i	i	i
CCCN1C(=O)c2cc(C(=O)NC3CCCCCC3)ccc2C1O (configuration not stated)	i	i	2	i	i	-18*	i	i	i	i	i
COc1ccc(Nc2c3ccccc3nc3ccccc23)cc1	i	i	-12	i	i	i	i	i	i	i	i
O=C(/C=C/c1ccco1)NC(=S)Nc1ccc(C(=O)O)cc1	i	i	-12	i	i	i	i	i	i	i	i
CC1(C)Cc2c(sc3nc(-c4cccs4)n(N)c(=O)c23)CO1	i	i	-10	i	i	i	i	i	i	i	i
Cn1c2ccccc2c(=O)n2c(=O)c3ccccc3cc12	i	i	-13	i	/	/	i	i	i	i	i
COc1ccc(Br)cc1/C=C/C(=O)NCC(=O)O	i	i	-3	i	i	i	i	i	i	i	i
CCOC(=O)CSc1nc(C(C)(C)C)cc(C(F)(F)F)c1C#N	i	i	-7	i	i	i	i	i	i	i	i
C/C(=N\N1CCN(c2ccccc2)CC1)c1ccncc1	i	i	-13	i	i	i	i	i	i	i	i
CCn1c(SCC(=O)NCc2cccs2)nnc1-c1cccs1	i	i	-11	i	i	i	i	i	i	i	i

Random excerpt: 2 records from the list
SMILES	MrgX1 PAM	RGS4 act	hERG rescue	KCNQ1 act	TMEM16A act	KCNK3 inh	KCNK9 block	MrgX1 agonist	RGS4 inh	KCNQ1 inh	TMEM16A inh
C/C(=N\N1CCN(c2ccccc2)CC1)c1ccncc1	i	i	-13	i	i	i	i	i	i	i	i
COc1ccc(Br)cc1/C=C/C(=O)NCC(=O)O	i	i	-3	i	i	i	i	i	i	i	i

Compound activity deposited in PubChem by Johns Hopkins Ion Channel Center.
